# GPT2 inh – inhibitors of human GPT2 alanine aminotransferase; Q8TD30; Recombinant GPT2, coupled pyruvate oxidase/HRP Amplex Red fluorescence; Potency, µM (doses to about 57.7 µM), inactives show at the highest dose activity change, negative = inhibition, hits mostly inhibitors; 100,000 tested, 0.25% active; AID 1671188; further: potency means the concentration at half of the fitted maximal effect; nearly all actives have a fitted effect of over 60% in size; many of its hits are not listed in these tables
#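 GPT2 10ng/uL, a-KG 250uM, L-Ala 2mM, HEPES pH7.5 + 0.0001% Tween; 30 min RT. Then Amplex mix (PO/HRP/ThPP), 30 min RT dark, fluorescence. AOA 50uM used as positive control.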
# FLuc inh – blocks purified firefly luciferase enzyme activity | P08659 | purified P. pyralis luciferase, luminescence, biochemical | 76,000 tested, 2.5% active | Potency, µM (highest dose often 115 µM), for inactives: top-dose activity change, negative = inhibition, usual class: inhibitors; further: potency means the concentration at half of the fitted maximal effect; nearly all actives have a fitted effect of over 65% in size
# Target sequence (P08659 whole entry, looked up): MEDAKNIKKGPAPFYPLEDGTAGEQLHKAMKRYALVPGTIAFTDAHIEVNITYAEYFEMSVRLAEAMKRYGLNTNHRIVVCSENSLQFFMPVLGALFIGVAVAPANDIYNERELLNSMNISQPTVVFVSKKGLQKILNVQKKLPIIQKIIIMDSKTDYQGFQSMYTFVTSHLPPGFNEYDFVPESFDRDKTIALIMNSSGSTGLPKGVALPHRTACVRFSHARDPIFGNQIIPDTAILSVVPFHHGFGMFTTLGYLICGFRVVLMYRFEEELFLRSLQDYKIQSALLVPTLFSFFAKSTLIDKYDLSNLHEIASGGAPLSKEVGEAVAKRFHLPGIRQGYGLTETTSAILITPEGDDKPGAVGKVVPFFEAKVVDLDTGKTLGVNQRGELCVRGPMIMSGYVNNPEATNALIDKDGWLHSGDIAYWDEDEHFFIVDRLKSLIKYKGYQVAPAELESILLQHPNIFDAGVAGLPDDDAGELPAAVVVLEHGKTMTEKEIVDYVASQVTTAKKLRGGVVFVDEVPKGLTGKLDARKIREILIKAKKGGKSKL
#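 Luminescence read by CCD imager after adding enzyme (10nM final) to wells holding compound, titrated in qHTS. Substrates 10uM each D-luciferin and ATP; buffer 50mM Tris acetate pH 7.5, 10mM Mg acetate, Tween-20, BSA.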
# SNCA expr inh – SNCA gene expression inhibition; Potency, µM (highest dose often 57.2 µM), for inactives: top-dose activity change, negative = inhibition, usual class: inhibitors; HEK-293 SNCA-luciferase knock-in, luminescence, 24 h; 140,000 tested, 0.17% active;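 further: potency means the concentration at half of the fitted maximal effect; plate controls were DMSO cells for no effect and cell-free wells for full effect; nearly all actives have a fitted effect of over 45% in size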
# NIH3T3 tox – cytotoxic compounds in NIH 3T3 cells | NIH 3T3 viability, CellTiter-Glo ATP luminescence, 48-72 h | Potency, µM (top dose mostly 96.7 µM), without a hit: at the highest dose activity change, negative = cytotoxicity, most hits filed as inhibitors | 94,000 tested, 4.3% active | AID 1345082; further: potency means the concentration at half of the fitted maximal effect; nearly all actives have a fitted effect of over 55% in size
#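 Viability of NIH 3T3 cells after 48 or 72 hr compound treatment at 37 °C was assessed by CellTiter-Glo, with luminescence imaged following a 10 min room-temperature step.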
# HEK293 viab – cell viability loss counter-screen; HEK-293-SNCA-luc viability, GF-AFC fluorescence, 24 h; Potency, µM (doses to about 57.1 µM), without a hit: at the highest dose activity change, negative = cytotoxicity, most hits filed as cytotoxic; 150,000 tested, 0.12% active;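 further: potency means the concentration at half of the fitted maximal effect; 0% = DMSO-treated cells and -100% = medium-only wells without cells; nearly all actives have a fitted effect of over 30% in size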
#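 HEK-293-SNCA-luc cells (1500/well) plated 24 h, then exposed 24 h to a dilution series; GF-AFC added 30 min at 37C, fluorescence 405/540 nm; normalised to medium-only and DMSO wells, Hill fit.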
# IP6K1 inhibitor – IP6K1 kinase inhibition | Q92551 | IP6K1 kinase, ADP-Glo luminescence, 2 h; hits give low values | activity change, % (series mostly up to about 58 µM) | 140,000 tested, 0.81% active | AID 1645851; in the data active means activity change below about -25%
# Target sequence (Q92551 whole entry, looked up): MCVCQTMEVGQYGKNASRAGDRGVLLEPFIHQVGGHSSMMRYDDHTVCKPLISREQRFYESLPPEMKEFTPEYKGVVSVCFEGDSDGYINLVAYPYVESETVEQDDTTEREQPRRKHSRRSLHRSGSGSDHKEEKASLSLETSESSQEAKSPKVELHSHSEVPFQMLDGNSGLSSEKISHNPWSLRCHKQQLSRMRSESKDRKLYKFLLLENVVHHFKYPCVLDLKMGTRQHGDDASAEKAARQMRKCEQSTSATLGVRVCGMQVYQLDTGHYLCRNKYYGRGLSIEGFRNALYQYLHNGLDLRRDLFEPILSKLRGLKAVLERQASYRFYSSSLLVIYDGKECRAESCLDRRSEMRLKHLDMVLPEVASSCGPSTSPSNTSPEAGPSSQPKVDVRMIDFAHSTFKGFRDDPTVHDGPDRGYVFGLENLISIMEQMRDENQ
#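 ADP-Glo luminescence measures ADP made by human IP6K1 during a 2 h RT reaction with ATP/IP6 (mix at 1.3 mM/130 uM); top library doses 57.5 and 19.1 uM final.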
# HEK293 tox – HEK 293 cell cytotoxicity. HEK 293 viability, ATP luminescence (CellTiter-Glo), 48-72 h. Potency, µM (top dose mostly 115 µM), inactives show at the top dose activity change, negative = cytotoxicity, most hits filed as inhibitors. 94,000 tested, 6.6% active; further: potency means the concentration at half of the fitted maximal effect; nearly all actives have a fitted effect of over 60% in size
#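 Luminescence from cellular ATP, measured with CellTiter-Glo, indicates HEK 293 viability. Cells plated at 250 cells/well are treated with compound for 48 or 72 hr at 37 degree Celsius before reagent addition.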
# * hit, by the source's call; i = inactive; u = inconclusive; x = no result given; [ ] = another dose, or the depositor's remark. Unless noted, the call rests on the fitted dose curve; in most records, active means well fitted curve in the direction sought with a large enough effect; inconclusive means small, poorly fitted or top-dose-only effect, or another doubt; inactive means no such curve, though single readings can be large; an effect the other way counts as inactive or inconclusive. Unless noted, on the % scale 0 is the no-effect control and ±100 the full control effect.
SMILES,GPT2 inh,FLuc inh,SNCA expr inh,NIH3T3 tox,HEK293 viab,IP6K1 inhibitor,HEK293 tox
COCCN1CCNc2cc(Nc3cccc(OC)c3)ncc2C1,3.9%[88.5 µM],7.08µM*,79.2%[activator][87.6 µM],u,-18.3%[87.6 µM],-12.0,u
CCC(C)NC(=O)N1CCc2ccc(S(=O)(=O)Nc3nn[nH]n3)cc2C1 (centres undefined),i,-2.5%,18.7%,i,u,16.3,4.4%
Cc1ccc(-c2ccc3nnc(CNC(=O)c4ccc(Cl)cc4)n3n2)cc1,i,0.7%,20.6%,u,-7.4%,-5.7,u
Cc1ccc(OCCC2CCN(C(=O)c3cnccc3C)C2)cc1 (centres undefined),i,-6.4%,-20.8%,-16.8%,-2.0%,6.8,u
O=C(Cc1ccc(Cl)cc1)N1C[C@@H](CO)[C@H](c2ccncc2)C1,i,-8.3%,24.4%,-19.0%,0.0%,-7.5,i
CCC(O)Cn1nc(-c2ccco2)nc1-c1ccccc1-c1nn[nH]n1 (centres undefined),i,-0.3%,5.5%,4.8%,-9.2%,-2.9,-1.2%
O=C(NC1CCCN(c2ccc3nnc(C4CC4)n3n2)C1)c1ccc(C(F)(F)F)cc1 (centres undefined),x,x,x,-10.3%,x,10.1,-12.8%
N#Cc1ccccc1CN1CCNc2nc(COc3cccc(N4CCOCC4)c3)n(Cc3ccccc3)c2C1=O,i,6.4%,-11.8%,u,u,-14.9,u
CC(=O)NC[C@H]1OC[C@@H](N(Cc2cccc(C#N)c2)Cc2cccc(C#N)c2)[C@@H]1O,-10.8%[88.5 µM],-4.1%[172 µM],20.8%[87.6 µM],u,3.8%[87.6 µM],1.9,-5.4%[172 µM]
O=C(C1CCCCC1)N1CC(=O)N2CCCc3ccccc3C2C1 (centres undefined),4.5%,x,46.7%[25.6 µM],x,-19.7%[23.9 µM],33.6,x
CC(C)(OC1OC(CO)C(O)C(O)C1O)C1CCC(O)(CO)C2CC(=O)C(C)(O)C2C1 (centres undefined),1.4%[27.3 µM],x,x,x,0.8%[23.9 µM],3.5,x
O=C(NCc1ccccc1)c1ccc(-c2cccc3c2CCNC3)o1,i,u,8.2%,u,-3.2%,32.1,u
COCC(=O)Nc1nc2c(s1)C[C@]1(C)CC[C@@H]3[C@H](OC(=O)[C@H]3C)[C@H]1[C@@H]2C,-10.9%[88.5 µM],0.631µM*,u,-20.8%[138 µM],3.6%[87.6 µM],-3.4,u
Cc1ccc(S(=O)(=O)N2CCCC(Cn3c(C)nc4cccnc43)C2)c(C)c1 (centres undefined),-12.1%,-12.0%,-10.5%,u,6.1%,-13.9,u
O=c1c2nc(-c3ccsc3)ccc2ncn1-c1ccc(F)cc1F,-12.5%[88.5 µM],-15.6%[172 µM],18.1%[87.6 µM],44.7µM*,-10.0%[87.6 µM],-4.1,100µM*
Cc1c2cnn(CC(=O)N3CCN(c4ccccc4)CC3)c(=O)c2c(C)n1Cc1ccc(F)cc1,x,x,-12.2%,x,6.0%,1.4,x
N[C@H](C(=O)O)c1cc(O)cc(O)c1,u,x,-3.6%,x,-3.0%,x,x
COCCNC(=O)c1nc2sccn2c1-c1cccnc1,i,x,-4.1%[87.6 µM],-16.9%[138 µM],-5.3%[87.6 µM],-2.5,-26.9%[172 µM]
O=C(c1ccoc1)N1CCC(N2C[C@H](Oc3ccccc3)[C@@H]2c2ccncc2)CC1,-54.7%,x,9.6%,-24.4%,-4.8%,5.9,-24.2%
Cc1noc(C)c1S(=O)(=O)N1CCC(N2CCCC2=O)CC1,-5.2%[88.5 µM],-1.1%[172 µM],23.7%[87.6 µM],i,-1.0%[87.6 µM],12.6,-7.8%[172 µM]
COCC(=O)N1CCCC(C(=O)N2CCC(N3CCOCC3=O)CC2)C1 (centres undefined),i,x,-4.7%,2.4%,6.5%,10.7,i
CC1CCCN(C(=O)Cn2c(=O)oc3cc(S(=O)(=O)N4CCCCC4)ccc32)C1 (centres undefined),x,x,-7.2%,x,25.4%,38.2,x
CCOC(=O)c1c(NC(=O)CCCOc2ccc(C(C)(C)C)cc2)sc2c1CCCC2,x,x,-5.8%,x,-1.0%,-8.9,x
COc1ccc(CNc2cc(Cl)nc3ccnn23)cc1,4.6%[88.5 µM],-5.0%[172 µM],30.3%[activator][87.6 µM],u,11.5%[87.6 µM],1.2,70.8µM*
O=C(NC1CC1)c1ccc2nnc(CC3CC3)n2c1,i,x,-1.2%[87.6 µM],-10.3%[138 µM],-1.5%[87.6 µM],0.7,2.2%[172 µM]
Cc1cc(C)n2c(Nc3c(C)cccc3C)c(-c3ccsc3)nc2n1,x,x,-1.9%,x,8.3%,-8.7,x
O=C(c1cccc(-c2ccccn2)c1)N1CCN(C(=O)c2ccccc2Cl)CC1,2.7%,x,-13.6%,u,3.3%[12.5 µM],1.1,u
CC(C)c1ccccc1NC(=O)Cn1cccc1-c1nc(-c2ccc(F)cc2)no1,i,5.8%,12.4%,-1.5%,-8.1%,-3.9,-2.0%
CCOc1cccc(CC(=O)NCc2ccc3c(c2)CCN3C(=O)c2ccc(F)cc2)c1OCC,x,x,-8.7%,x,-0.5%,-7.0,x
Cc1nn(C)c(=O)n1C1CCN(S(=O)(=O)c2cccs2)CC1,0.8%,x,-1.5%,-9.7%,-5.0%,15.8,-1.6%
O=C(NC1CCCC1)C1c2ccccc2CC(=O)N1Cc1ccccc1 (centres undefined),i,6.4%,24.8%,4.8%,8.3%,15.9,-1.7%
CCc1ccc(NC(=O)N2CCc3c(c4ccccc4n3C)C2)cc1,4.0%,u,29.9%,u,5.4%,-2.3,u
COc1ccc(C2Cn3nnc(C(=O)N4CCN(C(=O)c5cccs5)CC4)c3CO2)cc1 (centres undefined),3.8%,-8.2%,u,-19.6%,0.4%,-10.1,u
Cc1nc2c(c(=O)n1C)CN(C(=O)[C@H]1CNC[C@H](C(=O)N3CCCC3)C1)C2,-20.9%[11.5 µM],1.9%,-11.1%,-3.5%,-4.2%,55.0,-3.5%
Cc1ccccc1NC(=O)N1CCC(CCNC(=O)C2CCC2)CC1,i,1.4%,-1.6%,-19.4%,5.0%,-10.2,-9.9%
CCCn1ccc2oc(C)c(C(=O)NCc3ccccc3)c2c1=O,2.6%,u,44.3%[activator],-22.5%,8.7%,16.7,u
Cc1ccc(C)c(NC(=O)CN(C)S(=O)(=O)c2cccc3nsnc23)c1,x,x,11.0%,x,1.3%,23.9,x
O=C([C@@H]1C[C@H](Oc2ccccc2)CN1C(=O)c1cc2ccccc2[nH]1)N1CCOCC1,1.8%,u,65.2%[activator],-1.4%,-3.5%,-3.8,3.5%
CC(=O)N1CCN([C@H]2[C@@H]3OC[C@@H](O3)[C@@H](NC(=O)Nc3ccccc3)[C@@H]2O)CC1,u,-9.1%[172 µM],15.7%[87.6 µM],-0.3%[174 µM],4.4%[87.6 µM],6.4,0.5%[172 µM]
Cc1ccc(CNC(=O)CCN2C(=O)COc3ccc(C)cc32)cc1,x,x,18.2%,x,-4.7%,-10.9,x
Cc1ccc2c(c1)c(=O)c1ccccc1n2CCCC(=O)Nc1ccc(Cl)c(Cl)c1,x,x,u,x,5.9%,10.1,x
CC(C)NC(=O)C1CCC(Cn2c(=O)c3sccc3n(CC(=O)N3CCCC3)c2=O)CC1 (centres undefined),x,x,32.0%[activator],x,10.3%,2.5,x
COc1ccc(-c2cc(N3CCCN(C(=O)C(C)c4ccccc4)CC3)n[nH]2)cc1 (centres undefined),u,-2.2%,-8.9%,u,-22.2%,14.4,79.4µM*
O=C1Nc2ccccc2CC12CCCCN2Cc1ccc(F)cc1 (centres undefined),-6.9%[88.5 µM],-8.4%[172 µM],9.7%[87.6 µM],u,-5.3%[87.6 µM],11.1,79.4µM*
COCCNC(=O)C[C@@H]1O[C@H](CNC(=O)c2ccc(N(C)C)cc2)[C@@H](O)[C@H]1O,-2.6%[88.5 µM],3.6%[172 µM],37.0%[activator][87.6 µM],-0.7%[174 µM],6.0%[87.6 µM],4.4,i
Cc1[nH]cnc1CN1CC[C@H](N2CCN(C)CC2)[C@H](CCC(=O)O)C1,i,-5.9%,10.2%,u,-5.1%,0.0,-31.8%
O=C(c1cccs1)N1CCC2(CCCN(CCC3CCCCC3)C2=O)C1 (centres undefined),-4.4%,-13.3%,5.7%,u,-3.9%,-2.4,u
CCOC(=O)c1ccccc1NC(=O)CN1CCCN(Cc2cccc(Cl)c2)S1(=O)=O,x,x,4.5%,x,0.5%,-4.8,x
O=C(NCCc1ccccc1F)C1CCc2nnc(-c3cccc(C(F)(F)F)c3)n21 (centres undefined),i,x,10.1%,u,-9.9%,16.6,-27.0%
CN(C)C[C@@H]1CN(S(C)(=O)=O)C[C@H]1NC(=O)c1cc2ccccc2[nH]1,u,u,117.4%[activator],-13.6%,4.3%,27.0,-3.8%
COc1ccc2[nH]c(C[C@@H]3C[C@@H](C(C)C)[C@H](CN(Cc4ccccn4)Cc4ccccn4)C=C3C)nc2n1,-21.4%,5.7%,u,u,u,-13.6,u
O=C1NCCCCCCN(C(=O)Cc2ccccc2)[C@@H]2C[C@@H](c3nc(-c4cccnc4)no3)C[C@H]12,i,2.2%,-2.4%,u,-12.8%,1.8,u
CC(C)(C)C(=O)N1CC[C@@H](CC(=O)O)[C@@H](CC2=NCCc3ccc(C(C)(C)C)cc32)C1,3.4%[88.5 µM],-3.7%[172 µM],-6.0%[87.6 µM],100µM*,0.7%[87.6 µM],0.5,-25.0%[172 µM]
COC(=O)N(C)C1CCCc2ccccc21 (centres undefined),u,-10.8%[230 µM],-0.5%[87.6 µM],-33.9%[174 µM],-2.0%[87.6 µM],5.6,u
Cc1cccc(N2CCN(c3ncnc4onc(C)c34)CC2C)c1 (centres undefined),x,x,-13.1%,x,-22.7%,15.8,x
CC(C)N1C[C@@H]2OCC(=O)N(CC3CCCCC3)[C@@H]2C1,-27.3%[88.5 µM],-9.5%[230 µM],-3.1%[87.6 µM],u,-9.7%[87.6 µM],-1.8,u

# From PubChem
